# Screening results: PubChem BioAssay, several laboratories
# Diaph inh CS: inhibits diaphorase or chemically oxidizes, flagging diaphorase assay artifacts; diaphorase resazurin-to-resorufin fluorescence, NADH, 16 min; bacterial (C. kluyveri) enzyme, not human; inhibition, % at 20 µM; actives 0.69% (n = 190,000); AID 1217;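 active = primary screen inhibition at 20 µM above a set limit, cut at about 50% in these data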;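 also: plate controls were DMSO with full reaction for no effect and wells lacking NADH for full effect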
#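 Test system: Clostridium kluyveri diaphorase enzyme / Quantity: diaphorase at 0.14 U/mL in enzyme working solution / Incubation: 16-min room-temperature incubation before reading / Benchmarks: NADH-free wells as positive control, DMSO-only neutral wells / Signal: resorufin fluorescence 544/590 nm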
# G6PDH counter: L. mesenteroides G6PDH inhibition counter-screen; inhibition, % at 5 µM; Purified L. mesenteroides G6PDH, diaphorase/resazurin coupled fluorescence, 45 min; actives 0.12% (n = 200,000)
# TLR4-MyD88 BLA: blocks binding of human TLR4 to MyD88 | inhibition, % at 8.4 µM | HeLa CL3-4 TLR4/MyD88 BLA complementation, FRET ratio | actives 0.18% (n = 200,000) | AID 861 | O00206+Q99836; in the data active = inhibition above about 25%;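 also: 0% = vehicle and 100% = reference inhibitor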
# Lmaj promast: inhibitors of Leishmania major promastigote growth; Leishmania major promastigotes, resazurin fluorescence viability; inhibition, % at 10 µM; actives 9% (n = 200,000); AID 1063;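 also: promastigotes grown with compound for 44 hours at 28 °C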
# Hsp70 activator: Hsp70 transcriptional activation, primary screen; HeLa Hsp70 promoter luciferase reporter, luminescence; scaled: vehicle 0, proteasome-inhibitor control 100%; activation, % at 10 µM; actives 0.04% (n = 200,000); AID 1203;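 active = activation above the mean across all tested compounds plus 3 SD, cutoff set per campaign, cut at about 5.5% in these data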;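 also: 100% = MG132 at 30 µM as the positive control and 0% = DMSO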
# S1P3 antagonist: blocks the human S1P3 receptor | actives 0.27% (n = 170,000) | AID 485 | inhibition, % at 4.98 µM | Q99500 | CHO S1P3 NFAT-BLA reporter, FRET fluorescence, antagonist mode;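 active = inhibition above the plate cutoff, the mean inhibition of test wells on that plate plus 3 SD, cut at about 28% in these data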;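 also: cells challenged with S1P at its EC80 of 0.8 µM; blue over green emission ratio from cleaved BLA substrate after 4 h stimulation; 0% = S1P-stimulated wells and 100% = unstimulated DMSO-only wells; some compounds past the cut are filed as inactive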
# Target sequence (Q99500 whole entry, looked up): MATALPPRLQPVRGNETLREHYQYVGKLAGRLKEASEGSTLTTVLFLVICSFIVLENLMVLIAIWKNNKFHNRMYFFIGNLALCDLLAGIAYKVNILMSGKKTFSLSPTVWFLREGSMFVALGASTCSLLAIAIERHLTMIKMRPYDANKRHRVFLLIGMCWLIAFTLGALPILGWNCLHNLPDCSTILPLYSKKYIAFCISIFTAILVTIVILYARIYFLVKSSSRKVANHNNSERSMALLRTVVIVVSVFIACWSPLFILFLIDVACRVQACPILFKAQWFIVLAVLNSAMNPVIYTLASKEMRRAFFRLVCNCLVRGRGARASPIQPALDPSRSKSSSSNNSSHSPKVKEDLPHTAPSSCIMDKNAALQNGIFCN
# PMI act hi M6P: increases human PMI activity with near-saturating mannose 6-phosphate | P34949 | actives 0.34% (n = 190,000) | coupled PMI enzyme assay, resazurin fluorescence, 20 min; hits give high values; 1 = untreated enzyme, 0 = substrate-free blank | activation factor at 20 µM;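 active = activation factor of 2 or more at 20 µM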
# Target sequence (P34949 whole entry, looked up): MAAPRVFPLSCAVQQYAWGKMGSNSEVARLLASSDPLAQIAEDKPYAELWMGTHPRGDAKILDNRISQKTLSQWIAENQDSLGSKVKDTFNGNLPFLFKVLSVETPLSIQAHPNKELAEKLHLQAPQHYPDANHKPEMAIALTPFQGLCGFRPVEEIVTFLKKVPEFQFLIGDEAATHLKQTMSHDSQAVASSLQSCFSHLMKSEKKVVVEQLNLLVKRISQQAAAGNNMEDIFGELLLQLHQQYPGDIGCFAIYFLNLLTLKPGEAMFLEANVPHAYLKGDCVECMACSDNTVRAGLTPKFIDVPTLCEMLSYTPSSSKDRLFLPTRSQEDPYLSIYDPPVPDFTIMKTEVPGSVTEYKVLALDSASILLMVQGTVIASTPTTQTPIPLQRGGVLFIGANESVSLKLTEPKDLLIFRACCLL
#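 Test system: human PMI in coupled enzyme assay; Input: PMI at 15 ng/mL final; Medium: HEPES buffer, pH 7.4; Schedule: 20 min incubation at room temperature; Technique: resorufin fluorescence at Ex 544/Em 590 nm; Compound: 20 µM single dose; Probe or stimulus: Near-saturating mannose-6-phosphate, 1.0 mM.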
# RAM network inh: inhibitors of the yeast RAM network; inhibition, % at 50 µM; S. cerevisiae dse1pr::URA3 reporter, 5-FOA growth OD615, 2 d; analog-sensitive cbk1-as2 kinase mutant strain; AID 868; actives 1.8% (n = 190,000);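 active = inhibition above a set limit, 3 SD over mean compound inhibition, cut at about 8.4% in these data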;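 also: 0% = DMSO-only wells with no growth and 100% = 10 µM 1-NA-PP1 full growth; inhibition rescues growth on 5-FOA so higher OD means more RAM inhibition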
# DTT redox prof: compounds producing H2O2 with reducing agent – biochemical, NIH compound library profiling, artefact control for MLSCN library redox annotation, primary screen; DTT-dependent redox cycling H2O2, phenol red/HRP absorbance; 100% = 100 µM peroxide control, 0% = buffer; activation, % at 10 µM; actives 0.03% (n = 200,000);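 active = activation of at least 50% relative to the plate's high and low controls in the primary single-dose screen; inactive = activation below 50%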;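 also: compound incubated with DTT at 0.8 mM final as the reducing agent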
# Diaph act CS: counter-screen for diaphorase-based assays: diaphorase activators and chemical reducers. activation factor at 20 µM. actives 0.005% (n = 190,000). Diaphorase/resazurin coupled assay, resorufin fluorescence, 16 min; hits give high values; 1 = vehicle wells, 0 = NADH-free wells;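 active = diaphorase activity raised at least twofold by the compound at 20 µM; inactive = activation factor below 2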
#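 test system = bacterial diaphorase enzyme (C. kluyveri) | quantity = enzyme 0.07 U/mL final | reagent = NADH substrate 0.114 mM plus resazurin dye 0.1 mM, final | incubation = 16 min enzyme reaction, ambient temperature | buffer or medium = HEPES pH 7.4 buffer with MgCl2 and Tween 20 | signal = fluorescence of resorufin, 544 nm excitation, 590 nm emission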
# PMI act: increases human mannose-6-phosphate isomerase activity; P34949; activation factor at 20 µM; purified human PMI, coupled resazurin fluorescence, 20 min; hits give high values; 1 = vehicle control, 0 substrate-free wells; actives 0.005% (n = 190,000);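 active = activation factor of 2 or more at 20 µM, relative to plate controls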
# * hit, by the source's call; nt = not tested or not shown. Rule as the data show it, unless noted: active = inhibition above about 50%; inactive = the rest.
SMILES,Diaph inh CS,G6PDH counter,TLR4-MyD88 BLA,Lmaj promast,Hsp70 activator,S1P3 antagonist,PMI act hi M6P,RAM network inh,DTT redox prof,Diaph act CS,PMI act
Cc1ccc2nc3ccc(N4CCCC4)nn3c(=O)c2c1,14,7,-7,12,0.3,18,0.9,0.1,-1.6,0.9,0.9
CC(=O)Cn1c(CN2CCCC2)nc2ccccc2c1=O,-10,13,3,-4,-0.2,9,1.1,-0.1,0.4,1.1,1.1
CCCCCCOc1ccc(/C(C)=N/NC2=NCCN2)cc1[N+](=O)[O-],-77,3,3,100*,-0.1,-6,1.1,0.8,0.5,1.8,1
CCCC(=O)NCc1cc(-c2nn(C)c(=O)c3ccccc23)ccc1C,-4,1,9,7,-0.6,nt,1.1,2.6,2.1,1,1.1
COC(=O)[C@@H](NC(=O)/C=C/c1ccc(OC)cc1)C(C)C,20,4,3,-3,-0.3,-9,0.9,0.1,-0.6,0.8,0.9
Cn1c(=O)c2c(nc(SCC(=O)NCC3CCCO3)n2C)n(C)c1=O (stereo unspecified),5,15,-4,-4,-0.4,-10,1,0.7,0.2,0.9,0.9
COCCn1c(SCC(=O)Nc2nnc(C)s2)nnc1-c1ccoc1C,6,6,-4,-5,-0.1,-7,1.1,1.8,-1.4,0.9,1
Cc1ccc(OCCn2cc(/C=C(\C#N)C(=O)NCC3CCCO3)c3ccccc32)cc1 (stereo unspecified),14,-18,-6,10,-0.3,-8,0.9,14*,0.5,0.9,0.8
COc1ccc(S(=O)(=O)Nc2ccc(CC#N)cc2)cc1,1,8,2,-4,0.3,-2,1.1,-0.1,0.2,1,1
O=C(NCCCCCCNC(=O)c1cccs1)c1cccs1,nt,7,0,1,-0.2,-16,nt,1.0,-0.3,nt,nt
CCn1c(SCC(=O)N/N=C/c2ccc(OC)c(OC)c2)nc2ccccc21,18,-44,-2,97*,0.2,nt,0.9,1.4,-0.7,0.8,0.9
Nc1nnc(SCCN2C(=O)c3ccccc3C2=O)s1,10,-1,-12,-26,-0.3,nt,1,0.6,0.1,0.9,0.9
O=C(CC(c1ccco1)S(=O)(=O)c1ccccc1)c1ccccc1 (stereo unspecified),9,15,-9,-2,-0.2,2,1.2,2.7,0.0,0.9,1.7
C=C(C)c1cccc(C(C)(C)NC(=O)NCc2cccnc2)c1,14,16,2,-3,-0.2,-13,0.9,-1.6,-1.1,0.9,0.9
Cc1ccc(C2c3sc(=O)[nH]c3SC3C4CC(C5C(=O)N(C(C)C(=O)O)C(=O)C45)C23)cc1 (stereo unspecified),-5,3,-21,-10,0.3,14,1,-0.1,-0.4,1,0.9
Cc1c(C(=O)OCCOC(C)C)[nH]c2c1C(=O)CC(c1ccco1)C2 (stereo unspecified),28,-22,6,5,0.6,54*,0.9,1.5,-1.3,0.7,0.8
Nc1cc(=O)[nH]c(SCC(=O)NNC(=O)Cc2ccccc2)n1,-1,-1,7,2,0.2,-14,0.9,0.6,0.2,1,1
CCOc1ccc(C(=O)NCCN2CCCC2)cc1,-14,7,-3,-3,-0.3,-4,1,-0.9,-0.8,1.1,1
CCCCN(C(=O)CSc1nnc(-c2ccccc2OC)n1C)c1c(N)n(Cc2ccccc2)c(=O)[nH]c1=O,11,0,-8,61*,-0.3,-10,1.1,1.3,0.8,0.9,1
O=c1cc(-c2ccc(O)c(O)c2)oc2cc(O)c(C3OC(CO)C(O)C(O)C3O)c(O)c12 (stereo unspecified),60*,36,-15,-16,0.5,8,0.9,0.6,0.0,0.4,0.5
CCOc1ccc(NC(=O)CN2CCN(CC(=O)c3ccc(OC)c(OC)c3)CC2)cc1,0,12,5,-10,0.1,-8,1.9,0.1,-1.0,1,1.4
CCOc1ccc(C(CC(=O)O)NC(=O)COc2ccccc2)cc1OC (stereo unspecified),43,-3,-16,-8,0.1,-23,0.7,3.1,-1.1,0.6,0.6
COc1ccc(-c2sc(NC(=O)c3ccc(C)cc3)nc2-c2ccc([N+](=O)[O-])cc2)cc1,6,15,7,0,-0.1,nt,1.1,4.0,2.9,0.9,1.1
COc1cc(/C=N/n2cnnc2)ccc1OCCSc1ccc(C)cc1,17,4,3,55*,0.0,nt,0.9,0.5,-4.4,0.8,0.9
Cc1ccc2nc(C)c(C(=O)N/N=C/c3ccccc3[N+](=O)[O-])cc2c1,4,-4,-14,24,-0.3,-7,0.9,2.5,-0.1,1,1
Cc1occc1-c1nnc(SCC(N)=O)n1Cc1ccccc1,20,0,-3,-9,-0.2,nt,0.9,-0.3,0.7,0.8,0.9
Cc1ccc(NC(=S)NCc2cccs2)cc1,8,2,-4,8,0.0,nt,1,2.0,0.3,0.9,1.1
COC(=O)c1cccc(NC(=S)N2CCCCC2)c1,-10,6,-4,-1,-0.2,-16,1,0.2,0.1,1.1,1
CCN(CC)CCCN(C(=O)c1cccs1)c1nc(-c2ccc(OC)cc2)cs1,9,8,-3,101*,-0.1,-5,0.8,-1.0,1.8,0.9,0.9
CCN(CC)CCCNC(=O)c1cc(Sc2nnc(C)s2)nc2ccccc12,16,-2,7,1,-0.3,-5,0.7,0.4,1.7,0.8,1
O=C(/C=C/c1ccccc1Cl)NCCc1ccccc1,19,4,0,-2,0.1,nt,0.8,1.5,-5.4,0.8,0.9
CCCC(=O)Nc1cc(=O)[nH]c2ncnn12,6,0,11,1,-0.2,-22,1,1.1,-0.1,0.9,1.1
CCOC(=O)C1CCN(C(=O)c2ccccc2NS(=O)(=O)c2ccc(F)c(F)c2)CC1,9,-2,-13,0,1.3,2,1.1,1.9,-0.3,0.9,1.1
CC(C)(OC1OC(CO)C(O)C(O)C1O)[C@H]1Oc2ccc3ccc(=O)oc3c2[C@H]1O (stereo partly specified),3,12,-14,-7,0.1,-20,1.1,1.6,0.1,1,1.1
CCOC(=O)c1c(C)nc2c(c1-c1ccccc1)C(=O)c1ccccc1-2,22,8,13,1,-0.2,nt,1.3,4.9,-3.2,0.8,1.2
COc1ccc(CCNC(=O)C2CCN(S(=O)(=O)N3CCCCCC3)CC2)cc1OC,10,9,10,1,-0.3,2,1,0.8,1.9,0.9,1
CCn1cc(C(=O)NCc2ccc3c(c2)OCO3)c(=O)c2cc(S(=O)(=O)N(C)C)ccc21,10,-1,12,-4,-0.4,7,1,3.5,0.1,0.9,1.1
CC(C)c1ccc(C2C3=C(COC3=O)Nc3cc4c(cc32)OCO4)cc1 (stereo unspecified),2,6,2,2,1.6,14,1,3.2,-1.1,1,1
COc1cc(C2C(C(=O)c3sc(C)nc3C)=C(O)C(=O)N2CCN(C)C)cc(OC)c1OC (stereo unspecified),23,7,nt,nt,nt,nt,0.9,nt,nt,0.8,0.9
O=C(CSc1nnc(-c2ccccc2)o1)Nc1ccccc1F,-2,4,-10,1,-0.5,-11,1,1.9,-0.5,1,1
CCOC(=O)c1ccc(NC(=O)CN2C(=O)NC3(CCC(C)CC3)C2=O)cc1 (stereo unspecified),3,-2,-3,0,0.0,-5,1,-0.9,-0.3,1,1
CCOc1ccccc1NC(=O)C(OC(=O)c1cc(C)oc1C)c1ccccc1 (stereo unspecified),14,-2,-2,85*,-0.2,4,0.9,14*,6.2,0.9,1
Cc1ccc(CNC(=O)C2CCCN(S(C)(=O)=O)C2)cc1 (stereo unspecified),8,0,4,-4,-0.2,nt,1,0.8,-0.1,0.9,1.1
CC1(C(=O)NC2CCCCCCC2)CCC(=O)N1Cc1cccnc1 (stereo unspecified),6,3,0,-1,-0.2,-7,1,-1.1,-1.2,0.9,0.9
CC(C(=O)Nc1cccnc1)N1C(=O)C2C3C=CC(C3)C2C1=O (stereo unspecified),9,11,2,10,0.0,3,0.9,1.8,-5.7,0.9,0.9
Cc1noc(C(=O)N2CCN(c3ccc(F)cc3)CC2)c1Cl,10,-2,7,-12,-0.3,-2,1,0.2,-0.4,0.9,1
COC(=O)Cn1c(=N)n(CCN2CCCCC2)c2ccccc21,7,4,6,3,0.0,-6,1.1,0.0,1.9,0.9,1.1
CCOc1ccc(NC(=O)/C(=C\c2ccc(OC(C)=O)c(OC)c2)NC(C)=O)cc1,18,2,-1,-4,-0.7,-14,1,4.7,-0.1,0.8,0.9

# Arranged by length of the SMILES (largest number first): some entries from above.
SMILES,Diaph inh CS,G6PDH counter,TLR4-MyD88 BLA,Lmaj promast,Hsp70 activator,S1P3 antagonist,PMI act hi M6P,RAM network inh,DTT redox prof,Diaph act CS,PMI act
CCOC(=O)c1ccc(NC(=O)CN2C(=O)NC3(CCC(C)CC3)C2=O)cc1 (stereo unspecified),3,-2,-3,0,0.0,-5,1,-0.9,-0.3,1,1
CCOc1ccccc1NC(=O)C(OC(=O)c1cc(C)oc1C)c1ccccc1 (stereo unspecified),14,-2,-2,85*,-0.2,4,0.9,14*,6.2,0.9,1
Cc1noc(C(=O)N2CCN(c3ccc(F)cc3)CC2)c1Cl,10,-2,7,-12,-0.3,-2,1,0.2,-0.4,0.9,1
COC(=O)Cn1c(=N)n(CCN2CCCCC2)c2ccccc21,7,4,6,3,0.0,-6,1.1,0.0,1.9,0.9,1.1

# Next section:
SMILES,Diaph inh CS,G6PDH counter,TLR4-MyD88 BLA,Lmaj promast,Hsp70 activator,S1P3 antagonist,PMI act hi M6P,RAM network inh,DTT redox prof,Diaph act CS,PMI act
O=C(CCOc1ccccc1)Nc1ccc(S(=O)(=O)N2CCCC2)cc1,14,2,16,2,-0.5,-14,1,1.2,2.0,0.9,0.9
Cc1sc2nc(CN3CCOCC3)nc(NS(=O)(=O)c3ccc4c(c3)OCCO4)c2c1C,7,1,6,-8,-0.4,-3,1.1,1.5,1.6,0.9,1
COc1ccc2[nH]cc(CCNS(=O)(=O)c3ccc(NC(C)=O)cc3)c2c1,13,3,1,-4,-0.3,-16,0.8,0.4,-0.3,0.9,0.9
CCN1CCN(C(=O)/C=C/c2ccccc2[N+](=O)[O-])CC1,8,13,0,-2,0.8,-10,1,1.1,-0.2,0.9,1
Cc1ccccc1N(CC(=O)NC1CCCC1)C(=O)c1oc(C(C)(C)C)cc1C,16,35,-18,23,-0.4,nt,0.9,2.5,1.6,0.8,0.8
COc1ccc(-n2c(=O)c3c4c(sc3n(Cc3cccc(F)c3)c2=O)CN(C(C)=O)CC4)c(OC)c1,5,-2,-14,1,-0.3,-12,1.1,1.0,-0.4,1,1

# Random draw from the library; any-hit rate near 12%.
